DT40 TDP1 no CPT: qHTS for Inhibitors of human tyrosyl-DNA phosphodiesterase 1 (TDP1): qHTS in cells in absence of CPT; hit rate 15% among 420,000; DT40 Tdp1-/- hTDP1 cells, no CPT, ATP luminescence, 48 h; Potency, µM (titrated, usually from 46.2 µM), without a hit: at the highest dose activity change, negative = growth inhibition, actives largely listed as inhibitors; also: nearly all actives have a fitted effect of over 55% in size
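DT40 Tdp1-/-;hTDP1 cells, no CPT (DMSO vehicle only), 400 cells/well; compounds pin-transferred; ≥48 hr, 37 °C; CellTiter-Glo 30 min RT dark, luminescence read.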
TDP1 cell CPT: qHTS for Inhibitors of human tyrosyl-DNA phosphodiesterase 1 (TDP1): qHTS in cells in presence of CPT; chicken DT40 Tdp1-/-;hTDP1 cells + 20 nM CPT, ATP luminescence, 48 h; Potency, µM (doses to about 46.2 µM), without a hit: at the top dose activity change, negative = growth inhibition, most hits filed as inhibitors; hit rate 12% among 420,000; AID 686979, 2013; also: nearly all actives have a fitted effect of over 55% in size
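Chicken DT40 Tdp1-/- cells complemented with human TDP1, 400 cells/well, exposed to compounds plus 20 nM camptothecin for at least 48 h at 37 C; viability read as ATP content by CellTiter-Glo luminescence.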
TDP1 inh: qHTS Assay for Inhibitors of Tyrosyl-DNA Phosphodiesterase (TDP1) | recombinant TDP1, AlphaScreen DNA substrate cleavage | Potency, µM (doses to about 130 µM), inactives show top-dose activity change, negative = inhibition, actives largely listed as inhibitors | hit rate 0.28% among 350,000 | AID 485290, 2010; also: nearly all actives have a fitted effect of over 40% in size
Target sequence (Q9NUW8 whole entry, looked up): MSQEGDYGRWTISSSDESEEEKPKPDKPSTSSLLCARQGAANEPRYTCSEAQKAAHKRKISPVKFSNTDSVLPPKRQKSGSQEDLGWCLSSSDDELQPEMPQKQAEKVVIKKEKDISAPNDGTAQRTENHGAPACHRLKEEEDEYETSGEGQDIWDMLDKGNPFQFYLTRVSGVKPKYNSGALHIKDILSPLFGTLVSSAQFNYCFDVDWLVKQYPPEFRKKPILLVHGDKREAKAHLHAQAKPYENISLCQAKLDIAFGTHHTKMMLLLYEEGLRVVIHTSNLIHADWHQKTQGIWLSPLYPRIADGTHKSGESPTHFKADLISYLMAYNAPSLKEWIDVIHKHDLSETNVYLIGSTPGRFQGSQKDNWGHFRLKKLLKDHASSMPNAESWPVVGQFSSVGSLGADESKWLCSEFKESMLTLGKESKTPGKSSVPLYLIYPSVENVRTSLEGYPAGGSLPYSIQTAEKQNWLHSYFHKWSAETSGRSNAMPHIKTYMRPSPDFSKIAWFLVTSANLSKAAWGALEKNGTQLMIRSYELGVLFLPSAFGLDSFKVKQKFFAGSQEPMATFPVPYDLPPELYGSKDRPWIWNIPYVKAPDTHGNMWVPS
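Recombinant E. coli-expressed Tdp1 (1 nM) preincubated with compound 15 min at RT, then 5'-biotin/3'-phosphotyrosine-FITC DNA substrate (15 nM) added for 5 min. AlphaScreen beads (10 ug/ml) added, 10 min RT; tyrosine-FITC cleavage read as signal loss.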
The depositor's hits bear a star; ? = inconclusive; . = not tested or not shown; & = joins results of further samples; ! = not active in a repeat; [ ] = remark or other dose. Calls follow the shape of the dose curve; as a rule, active = well fitted curve in the direction sought with a large enough effect; inconclusive = small, poorly fitted or top-dose-only effect, or another doubt; inactive = no such curve, though single readings can be large; an effect the other way counts as inactive or inconclusive. % is scaled to controls: 0 for no effect and ±100 for the full control effect; potency is read from the fitted curve at half-maximal effect.

SMILES	DT40 TDP1 no CPT	TDP1 cell CPT	TDP1 inh
Cc1nc2ccccc2c2oc(C(=O)N3CCN(C4CCCCC4)CC3)cc12	12µM*	21µM*	-3%
COc1ccc(O)c(C(=O)CC(=O)c2cccnc2)c1	?	?	.
CC1(C)Cc2[nH]c3ccccc3c2C(C)(C)N1	-28%	-25%	.
CC(C)c1ccc(-n2nc3ccc(N)cc3n2)cc1	-5%	1%	-3%
CCCC(=O)N=c1sc2cccc(F)c2n1C	-7%	-4%	-4%
O=C(c1cccc(F)c1)N1CCN(c2ccc([N+](=O)[O-])c3cccnc23)CC1	?	?	11%
COc1ccc(Cn2ccnc2SCC(=O)NCc2ccco2)cc1	-9%	-6%	11%
CC(=O)c1ccc(N2CCN(C(C)C(=O)NC3CCCc4ccccc43)CC2)cc1 (centres undefined)	?	?	5%
CCOC(=O)CSc1nc2cc(S(=O)(=O)Nc3ccccc3OC)ccc2o1	?	?	2%
C=CCC(C)(NCc1ccccc1)c1ccc(C)cc1 (centres undefined)	?	?	-2%
COc1ccc(CN2CCc3nc(SCC(=O)Nc4cc(C)cc(C)c4)[nH]c(=O)c3C2)cc1	-19%	-24%	-3%
Cc1sc2nc(CN(CCc3ccccc3)C(=O)c3ccco3)[nH]c(=O)c2c1C	-23%	?	-1%
CCCOC(=O)CSC1=C(C#N)C(c2ccc3c(c2)OCO3)CC(=O)N1 (centres undefined)	23µM*	18µM*	1%
CC(=O)c1c(C)[nH]c(C(=O)Nc2ccc(C)c(S(=O)(=O)N(C)C)c2)c1C	?	?	6%
O=C(NC1CCCCCCC1)c1ccc(S(=O)(=O)N2CCCC2)cc1	-23%	-27%	-1%
COc1ccc(NC(=O)CC2CCCC2)cc1OC	8%	-4%	.
CC(C)CN(Cc1c(O)ccc2c(=O)c(-c3ccccc3)coc12)CC(C)C	?	5.2µM*	.
CCCS(=O)(=O)c1c(S(=O)(=O)CCC)c2c(N)cccn2c1C(=O)OC	?	?	8%
O=C(CSc1nnc(Cn2c(=O)sc3ccccc32)n1-c1ccccc1)N1CCCCCC1	-9%	3%	3%
Oc1ccc(-c2nc(=S)[nH][nH]2)cc1	-17%	-9%	-5%
CCOc1ccc(C(=O)C[n+]2ccc(C(=O)NCCO)cc2)cc1	-1%	-1%	.
O=C(NC1CCCC1)c1cc2cc(Br)ccc2o1	-16%	-23%	3%[56.1 µM]
COc1ccc(Cc2nnc(SCC(=O)NCc3ccco3)o2)cc1	-4%	6%	?
O=c1c([N+](=O)[O-])c(N2CCCC2)c2ccccc2n1-c1ccccc1	-24%	-5%	1%
COc1ccc(CCC(=O)OCC(=O)Nc2sccc2C(N)=O)cc1	1%	-16%	-6%

Next section (6 carried over from the part before).
SMILES	DT40 TDP1 no CPT	TDP1 cell CPT	TDP1 inh
Oc1ccc(-c2nc(=S)[nH][nH]2)cc1	-17%	-9%	-5%
CCOc1ccc(C(=O)C[n+]2ccc(C(=O)NCCO)cc2)cc1	-1%	-1%	.
O=C(NC1CCCC1)c1cc2cc(Br)ccc2o1	-16%	-23%	3%[56.1 µM]
COc1ccc(Cc2nnc(SCC(=O)NCc3ccco3)o2)cc1	-4%	6%	?
O=c1c([N+](=O)[O-])c(N2CCCC2)c2ccccc2n1-c1ccccc1	-24%	-5%	1%
COc1ccc(CCC(=O)OCC(=O)Nc2sccc2C(N)=O)cc1	1%	-16%	-6%
COc1ccc(OC(=O)c2cnc3n(c2=O)CCS3)cc1	-16%	-10%	-4%
CCCOc1ccc(CN2CCOCC2)cc1OC	19%	-15%	.
N#CC(C#N)=Cc1ccc(OC(=O)c2ccccn2)cc1	-25%	-7%	2%
O=C(Nc1nc(-c2cc(F)ccc2F)cs1)C1=NN(c2ccccc2)C(=O)CC1	?	?	-3%
Cc1cccc[n+]1CC(=O)/C=C1\N(C)c2ccccc2C1(C)C	3.3µM*	3.3µM*	-3%
O=c1[nH]c(=O)n(Cc2ccco2)c2c1C(C(F)(F)F)(C(F)(F)F)N=C(C1CCCCC1)N2	-18%	?	0%
Cc1ccc(NC(=O)CN2CCC(NC(=O)Cc3ccccc3)CC2)c(C)c1	0%	-27%	5%
COc1ccc(C(=O)OC(C)CN2CCOCC2)cc1 (centres undefined)	-11%	-3%	.
Cn1c2c(c(=O)n(C)c1=O)C(c1ccc(C(F)(F)F)cc1)CC(=O)N2 (centres undefined)	-6%	3%	.
Cc1cc(C)cc(OCC(=O)Nc2ccncc2)c1	?	-19%	.
COc1ccc(N2CCN(CCCNC(=O)c3ccc(CS(=O)(=O)c4ccc(Cl)cc4)o3)CC2)cc1	21µM*	?	6%
COC(=O)c1c(C)[nH]c(C(=O)C(C)OC(=O)C2CC2C)c1C (centres undefined)	?	-28%	1%
CCCS(=O)(=O)Nc1ccc2cn[nH]c2c1	2%	6%	3%
O=C(c1ccc(N2CCCC2)c([N+](=O)[O-])c1)N1CCN(S(=O)(=O)c2ccccc2)CC1	?	-5%	2%
CSc1ccc(CNC(=O)c2ccc(NC(=O)c3nsc4ccccc34)cc2)cc1	?	?	8%
Cc1ccc(S(=O)(=O)N(C)C)cc1NC(=O)c1ccc2ccccc2n1	?	21µM*	3%
O=C(Cc1ccccc1)Nc1ccc2oc(-c3cccnc3)nc2c1	-24%	-21%	-2%
CCSc1nc2ccccc2n1CC(=O)OC	3%	0%	9%
O=C(Nc1ccc(Cl)cc1)N1CCCN(c2ccc(C(F)(F)F)cc2[N+](=O)[O-])CC1	?	?	9%
CC(=O)N1CCOCCOCCN(C(C)=O)CCOCC1	-2%	6%	-8%
CCOC(=O)N1CCN(c2ccnc3cc(Cl)ccc23)CC1	15µM*	?	10%
CCCc1nnc2n1N=C(c1ccc(C)cc1)CS2	?	?	6%
CC(=O)c1c(C)[nH]c(C(=O)COC(=O)c2c(-c3ccccc3)noc2C)c1C	?	?	0%
COc1ccc2c(CN(Cc3ccccc3)Cc3ccccc3)cc(=O)oc2c1	?	16µM*	.
C=CCNc1nc(N)c([N+](=O)[O-])c(Nc2cccc(Cl)c2)n1	-7%	4%	.

Reformatted with values under each structure: part of the list above
Below each compound: DT40 TDP1 no CPT | TDP1 cell CPT | TDP1 inh
> CCOC(=O)N1CCN(c2ccnc3cc(Cl)ccc23)CC1
→ 15µM* | ? | 10%
> C=CCNc1nc(N)c([N+](=O)[O-])c(Nc2cccc(Cl)c2)n1
→ -7% | 4% | .
> Cc1ccc(S(=O)(=O)N(C)C)cc1NC(=O)c1ccc2ccccc2n1
→ ? | 21µM* | 3%
> COC(=O)c1c(C)[nH]c(C(=O)C(C)OC(=O)C2CC2C)c1C (centres undefined)
→ ? | -28% | 1%
> Cc1cc(C)cc(OCC(=O)Nc2ccncc2)c1
→ ? | -19% | .
> O=C(Nc1nc(-c2cc(F)ccc2F)cs1)C1=NN(c2ccccc2)C(=O)CC1
→ ? | ? | -3%

More entries
SMILES	DT40 TDP1 no CPT	TDP1 cell CPT	TDP1 inh
COc1cc(=O)oc(CCC(C)O)c1C (centres undefined)	-5%	-15%	0%[56.1 µM]
CCCCN(CCCNC(=O)c1cc(Nc2ccc(OC)c(OC)c2)nc2ccccc12)c1ccccc1	13µM*	15µM*	7%
O=C(/C=C/c1ccccc1)NC(N1CCOCC1)C(Cl)(Cl)Cl (centres undefined)	-19%	0%	6%
Cc1cc(Cl)ccc1OC(C)C(=O)NN=C1CCCCCC1 (centres undefined)	-21%	-23%	4%[0.0935 µM]
Cc1cccc(N2CCN(S(=O)(=O)c3ccc4c(c3)C(C(C)C)C(=O)N4)CC2)c1C (centres undefined)	12µM*	5.2µM*	6%
CCC(/C=N/NC(=O)C1COc2ccccc2O1)CC (centres undefined)	-10%	5%	-1%
CCNc1nc(Oc2ccc(=O)[nH]n2)nc(SC)n1	-1%	3%	4%
Oc1ccccc1/C=N/Nc1nc2ccccc2o1	2.9µM*	3.3µM*	2%
CCOC(=O)CC1C(=O)NCCN1C(=O)c1ccc(Cl)cc1 (centres undefined)	-16%	3%	.
O=C1CCCN1CCCNC(=S)Nc1ccc(F)cc1	-7%	2%	-7%
CN(CCNC(=O)c1c[nH]c2c1ccc1ccccc12)CCNC(=O)c1c[nH]c2c1ccc1ccccc12	?	23µM*	.
CCOC(=O)C1(C)CCCN1C(=O)c1ccccc1OC (centres undefined)	-4%	1%	.
CCOC(=O)C1=C(C)NC(=O)NC1c1cc2c(cc1Br)OCO2 (centres undefined)	-18%	-12%	7%
CC(=O)C(C)Oc1ccc(Cc2ncc(C(F)(F)F)cc2Cl)cc1 (centres undefined)	-7%	-5%	-8%
O=C(/C=C/Nc1ccc(F)cc1Br)c1ccccc1	-27%	-11%	2%
COCC1CCN(C(=O)c2cc(COc3ccc(F)cc3F)on2)C1 (centres undefined)	?	-21%	1%
COc1ccc2nc(C)cc(N3CCN(c4ccccc4)CC3)c2c1	18µM*	21µM*	13%
CC(C)(C)c1ccc(C(=O)NCCC(=O)N2CCC3(CC2)NCCc2[nH]cnc23)cc1	12%	-1%	3%
CCc1cccc(CC)c1-n1c(SCC(=O)N2CCCc3ccccc32)nc(O)cc1=O	?	-27%	3%
Cc1ccc(-c2nc3ccc(Cl)cc3c(=O)n2O)cc1	16µM*	?	.
CCSc1ncc(Cl)c(C(=O)N(Cc2ccccc2)Cc2ccco2)n1	16µM*	?	2%
COCCN(CCOC)c1nc(-c2ccc([N+](=O)[O-])cc2)nc2ccccc12	6.5µM*	0.58µM*	.
Cc1ccc(-c2nnc(SCc3ccccc3F)o2)cc1	-20%	-30%	.
CC(=O)NC12CC3CC(C1)CC(C(=O)OCC(=O)NC(=O)c1cccn1C)(C3)C2	-5%	-18%	-2%
COc1cccc(-c2nc(N)nc(SC)c2C#N)c1	-17%	3%	3%
New compounds follow
SMILES	DT40 TDP1 no CPT	TDP1 cell CPT	TDP1 inh
O=C1C[C@@H]2C(=O)N(c3ccccc3)C(=O)[C@@H]2[C@@H]2CN(S(=O)(=O)c3ccccc3)[C@@H](c3ccccc3)[C@H]12	-9%	-15%	.
COc1ccc(CCN2C(=O)c3cccc4cccc(c34)C2=O)cc1OC	?	-22%	-2%
CCCCn1c(N)c(N(CCC(C)C)C(=O)COC(=O)c2ccc3ccccc3c2)c(=O)[nH]c1=O	?	?	-2%
Cc1ccccc1NC(=O)c1ccc(CN2CCC(Cc3ccccc3)CC2)cc1	21µM*	?	1%
COc1cc(C2C(=O)N(C3CCCCCC3)CC(=O)N2Cc2ccccc2)ccc1OC(C)C (centres undefined)	23µM*	?	3%
CCOC(=O)c1sc(NC(=O)c2cc(S(=O)(=O)N3CCOCC3)ccc2C)nc1C	?	-3%	2%
CCOc1ccc(NC(=O)C2CC=CCC2C(=O)O)cc1 (centres undefined)	-12%	-5%	-7%
CCn1c(=S)sc2c(=O)n(-c3ccccc3)c(=S)[nH]c21	?	4%	0%
CCSc1ccccc1C(=O)Nc1ccc2c(c1)OCO2	-6%	-23%	5%
CCOC(=O)c1c(C)[nH]c(C)c1S(=O)(=O)N(C)CC(=O)N(C)Cc1ccccc1	0%	-19%	4%
CC(C)[C@H](NC(=O)OC(C)(C)C)c1cc(C(=O)N[C@@H](C)c2ccccc2)c(N)s1	?	?	.
CC(=O)Nc1cccc(OCC(=O)Nc2cccc(S(=O)(=O)N3CCCC3)c2)c1	21µM*	21µM*	-20%
Cc1ccccc1CSc1nnc(Cn2c(=O)sc3ccccc32)n1C	-18%	-24%	3%
COc1ccc(C)cc1NC(=O)c1ccc(NS(=O)(=O)c2c(C)noc2C)cc1	?	7%&-13%	6%&5%
Cc1ccc(Nc2cc(C)nc3c(C)cccc23)cc1	?	?	2%
CC(C)(C)c1cc[n+](-c2[nH]c(=O)sc2/C=N/NC(=O)c2ccccc2[O-])cc1	-8%	-7%	7%[0.0935 µM]
CC(=O)Nc1cccc(Nc2nc(-c3ccccc3F)nc3ccccc23)c1	?	?	3%
COc1ccc(C(=O)CSc2nc3[nH]ncc3c(=O)[nH]2)cc1	-4%	-5%	-2%
CCCc1cnc2c(c1SCC(=O)Nc1cccc(C)c1C)c(=O)n(C)c(=O)n2C	0%	2%	5%
CCn1c(SCC(N)=O)nc2c1c(=O)n(C)c(=O)n2C	-12%	-21%	5%
O=C(c1ccccc1)c1cccn1CC(=O)N1CCc2ccccc2C1	10%	-3%	3%
CCCCc1cc2ccccc2c(OCCN(C)C)n1	?	9µM*!	4%
O=C(c1ccc(Cl)cc1)[C@@H]1[C@@H]2C(=O)N(c3cccc4ccccc34)C(=O)[C@@H]2C2c3ccccc3C=NN21 (some centres undefined)	9%	?	8%
Cc1cccc(C)c1NC(=O)CNC(=O)c1ccc2nc[nH]c2c1	-19%	8%	-14%

Assay outcomes deposited in PubChem by National Center for Advancing Translational Sciences (NCATS).
